Assay outcomes deposited in PubChem by several laboratories.
SMARCA2 activ: SMARCA2 function activation, primary screen; MG213 cells, MMTV-luciferase reporter, dexamethasone, overnight; activation, % at 9.1 µM; hit rate 1% among 370,000; AID 652017; in the data active = activation above about 7.8%;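 also: 0% = vehicle wells and 100% = reference activator wells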
NR1D1 modulator: modulators of human Rev-erb alpha DNA binding | P20393 | Rev-erbα–FITC-DNA binding, fluorescence polarization, 90 min | activity, % at 10 µM | hit rate 0.79% among 370,000;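 active = activity above about 14%, limit read from the data; passing the limit was not always enough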;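 also: 0% = DMSO wells with 35 nM protein and 100% = DMSO wells with 750 nM protein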
PLCb3 inh: PLC-beta3 (human) inhibition, primary screen; Purified PLC-beta3, fluorogenic substrate, fluorescence; hit rate 0.18% among 370,000; inhibition, % at 12.2 µM; in the data active = inhibition above about 11%;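 also: 0% = median of compound wells on plate and 100% = full blocker control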
ssDAF-12 act: S. stercoralis DAF-12 activation, primary screen; AID 652126; hit rate 1% among 370,000; HEK293 ssDAF-12/GRIP1 lit1-tk-luc reporter, luminescence; % of 3 µM dafachronic acid response; activation, % at 6.8 µM;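 active = activation above the mean over all tested compounds plus 3 SD, cut at about 0.9% in these data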;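 also: 0% = DMSO-only wells and 100% = 3 µM delta7-dafachronic acid wells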
hcDAF12 agonist: activators of H. contortus DAF-12 nuclear receptor. hit rate 1.4% among 370,000. activation, % at 6.8 µM. HEK293 hcDAF-12 lit1-tk-luc reporter, luminescence; 0% DMSO, 100% Δ7-dafachronic acid. AID 652067;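 active = activation above the mean of all tested compounds plus 3 SD, cut at about 5.5% in these data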;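 also: 100% = response to 3 µM Δ7-dafachronic acid high control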
hgDAF-12 ag: hgDAF-12 agonism, primary luciferase screen; HEK293 GAL4-hgDAF12 UAS-luciferase reporter, agonist luminescence; normalized to butyrate control; activation, % at 6.8 µM; hit rate 1.8% among 370,000; AID 687014;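 active = activation above a cutoff set at the mean of all screened compounds plus 3 SD, cut at about 10% in these data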;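 also: 0% = DMSO wells and 100% = sodium butyrate wells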
DAX1 inh-1: inhibitors of human orphan nuclear receptor DAX1 (NR0B1); P51843; HEK293 Gal4-DAX1 luciferase reporter, luminescence; inhibition, % at 6.75 µM; hit rate 0.99% among 340,000; AID 504766;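 active = inhibition above the mean over all tested compounds plus 3 SD, cut at about 4.2% in these data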;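 also: 0% = DAX1-transfected cells with DMSO and 100% = empty-vector control cells with DMSO; inhibition shows as a rise in luminescence from relieved DAX1 repression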
Target sequence (P51843 207-470 limits assumed): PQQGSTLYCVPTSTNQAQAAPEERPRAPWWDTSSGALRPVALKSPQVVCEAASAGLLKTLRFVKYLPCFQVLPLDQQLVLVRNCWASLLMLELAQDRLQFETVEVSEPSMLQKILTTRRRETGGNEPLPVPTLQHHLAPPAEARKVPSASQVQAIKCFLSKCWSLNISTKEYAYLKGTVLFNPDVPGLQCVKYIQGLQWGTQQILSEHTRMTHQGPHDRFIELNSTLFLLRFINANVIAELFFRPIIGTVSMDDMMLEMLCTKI
DAX1 inh-2: DAX1 (NR0B1) inhibition, primary screen; HEK293T StAR-luciferase reporter, SF-1/DAX-1 repression relief; inhibition, % at 6.8 µM; hit rate 1.1% among 370,000; AID 652010;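 active = inhibition above the mean over all tested compounds plus 3 SD, cut at about 3.6% in these data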;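 also: 0% = DAX-1 cells with DMSO and 100% = cells lacking DAX-1 with DMSO; higher inhibition means more luminescence from relief of DAX-1 repression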
MBD2 inh: blocks human MBD2 binding to methylated DNA; Q9UBB5; TR-FRET, MBD2 binding to methylated oligonucleotide; AID 686964; hit rate 0.31% among 370,000; inhibition, % at 4.4 µM; in the data active = inhibition above about 13%
Target sequence (Q9UBB5 whole entry, looked up): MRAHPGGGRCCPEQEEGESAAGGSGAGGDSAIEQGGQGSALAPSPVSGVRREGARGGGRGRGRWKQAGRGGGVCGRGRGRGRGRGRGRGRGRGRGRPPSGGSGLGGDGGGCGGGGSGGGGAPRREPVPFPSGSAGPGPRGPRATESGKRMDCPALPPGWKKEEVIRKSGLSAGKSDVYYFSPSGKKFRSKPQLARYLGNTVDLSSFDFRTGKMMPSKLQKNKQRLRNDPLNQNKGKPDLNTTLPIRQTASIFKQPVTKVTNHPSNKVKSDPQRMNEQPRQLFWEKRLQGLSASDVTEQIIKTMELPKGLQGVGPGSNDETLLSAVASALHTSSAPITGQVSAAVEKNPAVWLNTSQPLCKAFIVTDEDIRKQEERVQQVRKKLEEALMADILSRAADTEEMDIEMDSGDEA
PLCg1 inh: PLC-gamma1 (human) inhibition, primary screen. P19174. purified PLC-gamma1, fluorogenic substrate, fluorescence. hit rate 0.84% among 370,000. inhibition, % at 12.2 µM; in the data active = inhibition above about 9.5%
ADAM17 inh: ADAM17 inhibition, QFRET primary screen | P78536 | recombinant ADAM17, EDANS/DABCYL FRET peptide cleavage | inhibition, % at 6.95 µM | hit rate 0.83% among 370,000 | AID 720648;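 active = inhibition above the mean of compounds lying between control limits plus 3 SD, set per campaign, cut at about 8.5% in these data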;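 also: 0% = DMSO-only wells as the low control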
An asterisk follows results filed as active; . = not tested or not shown. Rows are unselected. Share with any hit: about 7.4%.

SMILES | SMARCA2 activ | NR1D1 modulator | PLCb3 inh | ssDAF-12 act | hcDAF12 agonist | hgDAF-12 ag | DAX1 inh-1 | DAX1 inh-2 | MBD2 inh | PLCg1 inh | ADAM17 inh
CCOC(=O)CC(=O)CSc1nnc2sc3ccccc3n12 | -2 | -1 | -12 | -0.9 | -0.6 | 1.7 | 2.2 | -0.2 | 1 | -17 | -4
COC(=O)c1sc(NC(=O)c2c(OC)cccc2OC)c(C#N)c1C | -5 | 26* | -6 | -1.4 | 0.0 | -1.4 | -0.7 | -0.2 | 7 | -8 | -2
S=C(NCCN1CCOCC1)Nc1ccc(-c2nc3ccccc3[nH]2)cc1 | 1 | -7 | -2 | -1.7 | -1.1 | 0.4 | -2.2 | -1.0 | 2 | -1 | -11
COc1ccc(Cl)cc1NC(=O)CN(C)C(=O)CCCc1c[nH]c2ccccc12 | -2 | 1 | -16 | -0.8 | -2.1 | -2.4 | -0.6 | -0.6 | -6 | 4 | 5
O=C(NCc1ccc(F)c(F)c1)c1ccc(-c2ccc(F)c(F)c2)c2ccoc12 | -4 | 1 | -3 | -1.8 | -3.0 | -0.1 | . | 0.4 | 2 | -5 | 4
COc1ccc(C(CNC(=O)COc2ccccc2)N2CCCCC2)cc1 (stereo unspecified) | 2 | 4 | -1 | -0.6 | -0.4 | -1.3 | 1.0 | -4.3 | 1 | -2 | -3
COC(=O)C1=C(C)NC(C)=C(C(=O)OC)C1C(=O)OCC(=O)NC1CCCCC1C (stereo unspecified) | 1 | -2 | -79 | -1.3 | -1.4 | 1.8 | 0.4 | -1.5 | 5 | -57 | -32
CCN(CC(=O)Nc1ccccc1OC)CC(=O)Nc1ccccc1C(F)(F)F | -3 | -5 | 6 | -1.9 | -1.6 | -1.1 | 0.0 | -0.5 | -1 | 2 | -1
COC(=O)[C@@H](Cc1ccccc1)NC(=O)[C@H]1CCC(=O)N1C(=O)OCc1ccccc1 | 2 | -1 | 3 | -1.3 | -2.0 | -4.1 | -1.0 | -0.1 | 3 | 3 | 0
O=C(CCNc1cc(Cl)cc(Cl)c1)c1ccco1 | -1 | 1 | 3 | -0.8 | 0.3 | 1.3 | 0.0 | -1.2 | -5 | 3 | 4
COc1ccc(N2C(=O)C3CCCN3C2=O)cc1 (stereo unspecified) | -2 | -4 | -9 | -1.5 | -1.4 | -0.7 | 0.6 | -0.5 | 3 | 0 | -4
COc1ccc(-c2noc(-c3ccoc3C)n2)cc1 | 0 | -1 | -5 | 1.7* | 5.3 | 11* | 7.5* | 4.0* | 9 | 0 | -5
CCn1cc(C(=O)C(F)(F)F)c2ccccc21 | -3 | -3 | 5 | -0.3 | 2.2 | 2.7 | 0.4 | 0.4 | -5 | 0 | 1
CCCCn1c(N)c(N(CCOC)C(=O)c2cccc(S(=O)(=O)N3CCCCCC3)c2)c(=O)[nH]c1=O | 0 | -5 | -4 | -0.7 | 0.8 | -0.1 | 0.2 | -0.2 | 7 | 2 | -4
S=C(Nc1ccc(Nc2ccccc2)cc1)NN1CCOCC1 | 1 | -2 | -9 | -1.8 | -0.1 | 0.8 | 0.5 | 0.1 | 0 | -3 | 1
CC(=O)c1c(C(=O)O)[nH]c(C(=O)O)c1C | -5 | -3 | 0 | -1.3 | -1.9 | -1.6 | 0.4 | -0.2 | 3 | 0 | -6
FC(F)(F)c1cc(-c2ccco2)nc(N2CCN(c3ccccc3)CC2)n1 | -3 | 2 | 3 | -1.2 | -1.9 | 0.0 | -0.4 | 0.1 | 1 | 2 | -3
CCCN1CNC(=S)N(Cc2ccccc2)C1 | -1 | 0 | 0 | -0.8 | -3.7 | -2.1 | -0.3 | -0.1 | 1 | 1 | -4
COc1ccccc1-n1cnc2cc(C(=O)NCCCN3CCOCC3)ccc21 | 1 | -1 | 2 | -1.4 | -0.2 | 2.4 | 0.3 | -0.2 | 2 | 1 | -1
CCCCSCCCNC(=O)c1cn(C)c2ccc(S(=O)(=O)N3CCCC3)cc2c1=O | -1 | 1 | -4 | -0.6 | 0.8 | -1.6 | -0.2 | -1.6 | -2 | 1 | -5
COCCCNC(=O)CNC(=S)N(Cc1ccccc1)Cc1cccnc1 | -2 | 1 | -6 | -1.3 | 0.4 | -2.2 | 2.1 | 0.1 | 4 | 4 | -2
Cc1ccc2c(CC(=O)O)coc2c1 | 0 | 4 | -3 | -1.0 | -0.6 | 0.9 | -0.8 | 0.3 | -4 | -4 | -6
C=CCN(CC#Cc1ccccc1)CC1CC1 | -4 | 2 | 1 | -0.8 | -2.4 | 0.7 | . | -0.2 | 1 | 0 | 2
O=C(Nc1ccn(CCCNCCCN2CCCC2=O)c(=O)n1)OCc1ccccc1 | -1 | -7 | 0 | -1.3 | -1.0 | 6.0 | 3.7 | -0.5 | -3 | -2 | -2

Three of the entries above in order of the ADAM17 inh value, high to low.
compound	ADAM17 inh
C=CCN(CC#Cc1ccccc1)CC1CC1	2
CCn1cc(C(=O)C(F)(F)F)c2ccccc21	1
FC(F)(F)c1cc(-c2ccco2)nc(N2CCN(c3ccccc3)CC2)n1	-3

(more compounds)
SMILES | SMARCA2 activ | NR1D1 modulator | PLCb3 inh | ssDAF-12 act | hcDAF12 agonist | hgDAF-12 ag | DAX1 inh-1 | DAX1 inh-2 | MBD2 inh | PLCg1 inh | ADAM17 inh
CCC1(C)N(O)C(C)(C)C(c2ccc(OC)cc2)=[N+]1[O-] (stereo unspecified) | 1 | 2 | 4 | -1.0 | -0.5 | -1.7 | -0.1 | 0.2 | 2 | 7 | -1
CN1CC(=O)N/C1=N\C(=O)Nc1ccc(O)cc1 | -1 | 6 | -9 | -0.9 | -0.8 | -1.9 | 0.4 | -0.6 | -10 | -1 | -1
CCOc1ccc(S(=O)(=O)Nc2cc(Cl)ccc2O)cc1 | -1 | -2 | 0 | -1.7 | -1.6 | -2.7 | -0.1 | -0.7 | -2 | 13* | 3
N#CCC(=O)Nc1ccc(C(=O)NCC(c2ccco2)N2CCCCC2)cc1 (stereo unspecified) | -1 | -3 | -32 | -1.3 | -1.1 | -2.6 | -1.2 | 0.1 | -4 | -16 | -5
CC(C)(C)C(=O)N1CCN(c2ccc([N+](=O)[O-])cc2-n2cccc2)CC1 | 0 | -2 | -6 | -1.6 | -1.0 | 0.5 | -0.6 | -0.2 | 3 | 3 | -1
CSc1nc(-c2ccco2)nn1C(=O)Cc1ccccc1 | 2 | 1 | 3 | -1.2 | -1.2 | 2.9 | 0.5 | -1.1 | 1 | 0 | -2
C=CCn1c(Cc2nc3ccc(Cl)cc3[nH]2)n[nH]c1=S | -1 | 0 | -14 | -1.0 | 0.6 | 0.2 | 0.2 | -0.4 | -1 | -14 | -3
CN(Cc1ccccc1)C(=O)OCc1cn(Cc2ccc(F)c(F)c2)nn1 | -3 | -1 | 1 | -1.1 | -0.4 | 2.1 | . | 0.3 | 2 | -2 | 1
Cc1ccc(C(=O)C2=C(O)C(=O)N(Cc3cccnc3)C2c2ccc(OC(C)C)cc2)o1 (stereo unspecified) | 1 | 2 | -11 | -0.9 | 0.4 | 1.0 | 1.5 | 2.0 | -5 | -7 | -3
COC(=O)c1ccc(S(=O)(=O)N2CCCN(Cc3cccc(Br)c3F)CC2)n1C | -6 | 3 | -8 | -2.3 | -4.5 | -6.3 | -4.9 | -1.5 | -3 | 3 | 1
O=S(=O)(NCC1NCCc2ccccc21)c1ccccc1 (stereo unspecified) | 2 | 1 | -8 | -0.7 | 1.3 | -2.0 | 8.3* | -0.1 | 1 | -6 | -5
Cc1nnc(SCC(=O)Nc2cc(S(=O)(=O)N3CCOCC3)ccc2N2CCCC2)s1 | -2 | 5 | -3 | -1.6 | -0.9 | -1.8 | 1.7 | 0.1 | 1 | -1 | -3

Four entries drawn at random from those above, as already listed:
SMILES | SMARCA2 activ | NR1D1 modulator | PLCb3 inh | ssDAF-12 act | hcDAF12 agonist | hgDAF-12 ag | DAX1 inh-1 | DAX1 inh-2 | MBD2 inh | PLCg1 inh | ADAM17 inh
CCn1cc(C(=O)C(F)(F)F)c2ccccc21 | -3 | -3 | 5 | -0.3 | 2.2 | 2.7 | 0.4 | 0.4 | -5 | 0 | 1
Cc1ccc(C(=O)C2=C(O)C(=O)N(Cc3cccnc3)C2c2ccc(OC(C)C)cc2)o1 (stereo unspecified) | 1 | 2 | -11 | -0.9 | 0.4 | 1.0 | 1.5 | 2.0 | -5 | -7 | -3
Cc1ccc2c(CC(=O)O)coc2c1 | 0 | 4 | -3 | -1.0 | -0.6 | 0.9 | -0.8 | 0.3 | -4 | -4 | -6
CCCCn1c(N)c(N(CCOC)C(=O)c2cccc(S(=O)(=O)N3CCCCCC3)c2)c(=O)[nH]c1=O | 0 | -5 | -4 | -0.7 | 0.8 | -0.1 | 0.2 | -0.2 | 7 | 2 | -4

(continued)
SMILES | SMARCA2 activ | NR1D1 modulator | PLCb3 inh | ssDAF-12 act | hcDAF12 agonist | hgDAF-12 ag | DAX1 inh-1 | DAX1 inh-2 | MBD2 inh | PLCg1 inh | ADAM17 inh
COCCCN(C(=O)CCSc1ccc(F)cc1)c1c(N)n(Cc2ccccc2)c(=O)[nH]c1=O | 2 | 1 | -8 | -1.1 | -1.7 | -1.1 | -0.5 | -1.1 | 1 | -2 | -4
CC1=C(C(=O)N(C(C)C)C(C)C)CC(CC(=O)NC2CCCC2)C(=O)N1Cc1ccc(F)cc1 (stereo unspecified) | -6 | -6 | -3 | -1.2 | -1.6 | -1.6 | . | -0.1 | -4 | -2 | 0
C=CCn1c(SCC(=O)Nc2cccc(S(N)(=O)=O)c2)nc2sc(C)c(C)c2c1=O | 2 | -7 | -6 | -1.7 | -2.0 | -2.3 | -0.6 | -0.7 | -4 | 7 | 0
Cc1cc(C)n2nc(CC#N)c(C#N)c2n1 | 0 | 6 | 0 | -1.3 | -0.9 | -1.9 | 0.8 | -0.2 | 1 | 1 | 0
O=C(NN1CCOCC1)c1ccc(Br)cc1 | -2 | 3 | -5 | -1.0 | 0.1 | 0.8 | 1.9 | 0.4 | -1 | 3 | 1
Cn1nccc1C(=O)N1CCN(c2ncccn2)CC1 | -2 | -3 | -1 | -0.9 | -1.8 | -0.8 | 1.5 | -0.1 | -6 | -5 | -3
CCOc1ccc(C(C)=O)cc1Cn1c(=O)oc2ccccc21 | -3 | -6 | -3 | -1.2 | -0.2 | -3.6 | 0.6 | -0.4 | -2 | -1 | -4
COc1cccc(CSc2nc3sc(C)c(C)c3c(=O)n2Cc2ccco2)c1 | -2 | -4 | -1 | -0.1 | 0.3 | -0.2 | -1.1 | 0.0 | 1 | 7 | -1
O=C(Oc1cccc2ccccc12)c1cc(Cl)nc2ccccc12 | -2 | -2 | -3 | -0.3 | 1.9 | 1.8 | -2.1 | 0.5 | -3 | 3 | 3
CCOC(=O)c1c(NC(=O)COC(=O)c2cc(OC)c(OC)cc2[N+](=O)[O-])sc(C)c1C | -1 | -6 | 3 | 1.4* | 2.6 | -0.6 | 1.6 | 0.1 | 4 | 0 | 1
S=c1[nH]nc(/C=C/c2ccccc2)o1 | 2 | . | -116 | -1.4 | 0.5 | 4.6 | 1.6 | -0.2 | -1 | -71 | -2
Cc1ccc(C)c(NC(=O)CCN2C(=O)c3ccccc3C2=O)c1 | 2 | -5 | -2 | -0.8 | -2.4 | 2.5 | 0.9 | -0.5 | -2 | 5 | -2
COc1ccc(N2CCN(C(=O)CC(NC(N)=O)c3cccc(Oc4ccccc4)c3)CC2)cc1 (stereo unspecified) | -2 | 3 | 4 | -1.6 | -2.6 | -1.7 | 0.3 | -1.6 | -1 | 3 | 2
